Screens deposited in PubChem BioAssay by several laboratories.
SRC2 TRFRET art – TR-FRET signal artefacts, primary screen, artefact control for PPARgamma SRC-2 agonist project, biochemical | 200,000 compounds, 0.4% hits | TR-FRET artefact counter-screen; hits give high values | AID 1049, 2008 | TR-FRET ratio at 8 µM; in the data active = TR-FRET ratio above about 2000; also: inactives centre near 1500
PPARg SRC-2 ag – agonists of PPARg-SRC-2 recruitment, primary screen, biochemical, HTS; PPARgamma LBD-SRC-2 recruitment; 200,000 compounds, 0.34% hits; Peroxisome proliferator-activated receptor gamma (Homo sapiens), P37231; activation, % at 8 µM; in the data active = activation above about 22%;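 also: 0% = vehicle and 100% = reference agonist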
Target sequence (P37231 whole entry, looked up, the tested form may be a part): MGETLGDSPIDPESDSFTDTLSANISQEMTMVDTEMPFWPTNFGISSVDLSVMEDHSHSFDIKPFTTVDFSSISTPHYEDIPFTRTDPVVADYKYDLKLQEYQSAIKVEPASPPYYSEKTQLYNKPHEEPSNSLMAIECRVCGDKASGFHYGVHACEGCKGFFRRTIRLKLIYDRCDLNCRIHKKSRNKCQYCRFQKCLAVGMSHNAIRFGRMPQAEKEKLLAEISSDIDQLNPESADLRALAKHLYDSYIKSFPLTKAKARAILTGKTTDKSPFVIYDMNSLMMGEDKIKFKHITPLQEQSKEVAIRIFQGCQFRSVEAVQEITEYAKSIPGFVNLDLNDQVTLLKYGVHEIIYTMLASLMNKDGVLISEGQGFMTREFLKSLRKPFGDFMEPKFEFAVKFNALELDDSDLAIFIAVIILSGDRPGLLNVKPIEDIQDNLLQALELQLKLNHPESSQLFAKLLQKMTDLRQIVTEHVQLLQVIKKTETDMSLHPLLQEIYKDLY
STAT3 activator – IL-6 driven STAT3 reporter potentiators, primary screen, U3A cells, luciferase, luminescence, MLSCN library; 190,000 compounds, 0.91% hits; activation (% of control), % at 5.6 µM; IL-6 STAT3-luciferase reporter; 100% = signal with IL-6 EC80 alone;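 active = activation above the screen-wide mean of compound activation plus 3 SD, cut at about 130% in these data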;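 also: 0% = background luminescence of wells with medium and substrate only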
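system = STAT3-luciferase reporter U3A cells | reagent = IL-6 stimulus at 33 ng/mL final | timing = 1 h compound pre-exposure, 6 h IL-6 stimulation, 37 °C | measured by = luminescence | evaluation = % activation versus median of IL-6-stimulated wells | control set = IL-6-only wells as 100% reference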
ROMK primary – ROMK potassium channel modulators, primary screen, cell-based, thallium flux, MLSMR library | B-score at 10 µM | ATP-sensitive inward rectifier potassium channel 1 (Homo sapiens), P48048 | 130,000 compounds, 2% hits | Tet-inducible ROMK, thallium flux fluorescence; actives lie on both sides;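 active = signal ratio slope over the read window, or its plate-corrected B-score, at least 3 SD from the plate mean, either direction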;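 also: B-score of the F/F0 ratio slope over 7 to 12 s after thallium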
Target sequence (P48048 whole entry, looked up): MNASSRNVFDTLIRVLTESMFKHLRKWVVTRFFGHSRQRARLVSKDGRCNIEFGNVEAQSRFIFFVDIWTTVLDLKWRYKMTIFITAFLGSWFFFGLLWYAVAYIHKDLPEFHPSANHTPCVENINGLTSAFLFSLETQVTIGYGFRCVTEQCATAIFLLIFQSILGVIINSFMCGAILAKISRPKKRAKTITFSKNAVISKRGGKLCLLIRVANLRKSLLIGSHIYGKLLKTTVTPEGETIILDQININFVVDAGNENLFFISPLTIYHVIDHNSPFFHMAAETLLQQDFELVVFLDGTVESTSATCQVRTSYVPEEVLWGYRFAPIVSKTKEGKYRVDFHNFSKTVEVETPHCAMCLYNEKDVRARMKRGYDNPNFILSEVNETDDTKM
TNAP act hiacc – TNAP activators at high phosphate acceptor level, primary screen, biochemical, luminescence, uHTS; Alkaline phosphatase, tissue-nonspecific isozyme (Homo sapiens), P05186; purified TNAP, CDP-star luminescence, 1 M DEA, 30 min; hits give high values; 0 = EDTA background, 1 = DMSO-only activity; activation factor at 20 µM; 200,000 tested, under 10 active; AID 1136, 2008;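 active = activation factor at least 2 at 20 µM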
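system = human TNAP | amount = enzyme diluted 1/800 final | reagent = 100 µM CDP-star substrate | signal = luminescent substrate turnover signal | dosing = one dose, 20 µM | benchmarks = EDTA negative control, DMSO positive control | measure = activation factor | timing = 30 min reaction, room temperature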
bIAP inh – bovine intestinal alkaline phosphatase inhibitors, primary screen, selectivity assay for TNAP inhibitor project, biochemical, bovine IAP, CDP-star luminescence; 190,000 tested, under 10 active; purified bovine IAP, 30 min; inhibition, % at 20 µM; alkaline phosphatase, intestinal [Bos taurus]; AID 1019, 2008;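 active = over 50% inhibition of intestinal alkaline phosphatase at 20 µM in the single-dose screen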
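Assay system: bovine IAP enzyme; medium: DEA buffer 100 mM, pH 9.8, with MgCl2 1.0 mM, ZnCl2 0.02 mM; doses: 20 µM single dose; incubation: enzyme reaction for 30 min at room temperature; detection: CDP-star luminescence signal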
PPARg SRC-1 ag – PPARgamma agonists recruiting SRC-1 coactivator, primary screen, biochemical; activation, % at 8 µM; AID 631, 2007; PPARgamma-SRC-1 coactivator recruitment biochemical assay; Peroxisome proliferator-activated receptor gamma (Homo sapiens), P37231; 200,000 compounds, 0.41% hits; in the data active = activation above about 19%;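 also: 0% = DMSO and 100% = reference agonist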
STAT3 blocker – IL-6 driven STAT3 reporter inhibitors, primary screen, U3A cells, luciferase, luminescence, MLSCN library. IL-6 STAT3-luciferase reporter; host cell line lacks STAT1. inhibition, % at 5.5 µM. 190,000 compounds, 0.89% hits;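 active = inhibition above the mean inhibition across all screened compounds plus 3 SD, cut at about 44% in these data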;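 also: 0% = DMSO only wells and 100% = 100 µM nifuroxazide control wells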
STAT1 inh – STAT1 signaling inhibitors, primary screen, cell-based, HTS, luciferase reporter; AID 920, 2007; 200,000 compounds, 0.35% hits; NIH 3T3 STAT1-luciferase reporter, IFN-gamma, luminescence; inhibition, % at 5.5 µM;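 active = inhibition above a set limit, the mean inhibition across all tested compounds plus 3 SD, cut at about 34% in these data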;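 also: 0% = IFN-gamma with DMSO and 100% = IFN-gamma with 300 µM nifuroxazide; values of inactives mirror those of a sister screen read the other way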
bIAP act – bovine intestinal alkaline phosphatase activators, primary screen, biochemical, bovine IAP, CDP-star luminescence. alkaline phosphatase, intestinal [Bos taurus]. purified bovine IAP, 30 min; hits give high values; fold of DMSO-control signal, blank-subtracted. activation factor at 20 µM. 200,000 compounds, 0.17% hits;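 active = activation factor of 2 or more at 20 µM, a signal rise over negative controls twice the positive control's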
PPARg SRC3 recr – PPARgamma agonists recruiting SRC-3 coactivator, primary screen, biochemical | activation, % at 8 µM | AID 731, 2007 | biochemical PPARgamma/SRC-3 coactivator recruitment assay | 200,000 compounds, 0.26% hits; in the data active = activation above about 23%;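 also: 0% = DMSO and 100% = reference agonist; some compounds past the cut are filed as inactive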
* hit, by the source's call; nt = not tested or not shown.

compound	SRC2 TRFRET art	PPARg SRC-2 ag	STAT3 activator	ROMK primary	TNAP act hiacc	bIAP inh	PPARg SRC-1 ag	STAT3 blocker	STAT1 inh	bIAP act	PPARg SRC3 recr
CCN1CCN(c2ncc3c(n2)CC(c2ccc(OC)c(OC)c2)CC3=O)CC1 (stereo unspecified)	1454	9	92	0.092	1.1	-6	13	12	18	1.1	-3
CCOc1ccc(N(CC)C(=O)COc2cc(=O)n(C)c3ccccc23)cc1	1594	1	97	nt	1	5	7	4	6	1	2
CCCN1CNC(=S)N(c2ccc(C(=O)OCC)cc2)C1	1514	5	102	nt	1	8	-1	-2	6	0.9	2
CC(C)OC(=O)c1c(NS(=O)(=O)c2ccccc2)sc2c1CCCC2	1641	12	96	-0.058	1	-15	5	8	0	1.1	15
CCOC(=O)C/C(N)=N/N(C)c1ncc(C(F)(F)F)cc1Cl	1663	-1	105	0.2	1.1	-24	10	5	-7	1.2	2
Cc1ccc(NC(=O)CSc2nc3c(c(=O)[nH]2)CN(Cc2ccc(F)cc2)CC3)cc1C	1693	8	93	nt	1	12	9	4	1	0.9	4
CC(C)(C)c1ccc(S(=O)(=O)NCC(=O)Nc2ccc(-c3nc4ccccc4s3)cc2)cc1	1683	0	111	nt	1	12	4	-4	-13	0.9	7
COc1ccc(-c2nn(-c3ccccc3)cc2C(=O)Nc2nccs2)cc1	1409	1	81	-1.8	1.1	-2	-2	22	4	1	-1
CCn1cc(C(=O)Nc2ccc(OC)c(S(=O)(=O)N3CCCCC3)c2)c(=O)c2ccc(C)nc21	1562	-11	101	nt	1	19	1	-2	-6	0.8	-2
COc1cccc(C(=O)N/N=C(/c2ccccc2)c2ccccn2)c1	1610	5	90	nt	1.1	-7	-1	15	-4	1.1	21
Cc1c(Cl)cnn1CC(=O)NC1C(=O)N2C(C(=O)O)=C(CSc3nnnn3C)CSC12 (stereo unspecified)	1632	-2	96	0.54	1	-8	8	6	8	1.1	-2
CCOC(=O)c1c(C)[nH]c(C)c1C(=O)COC(=O)c1ccc(O)cc1	1732	3	102	0.013	1.1	2	3	-1	4	1	10
COc1cccc(C2=NOC(C(=O)NC(C)(C)C)C2)c1 (stereo unspecified)	1503	-11	107	0.78	1.1	13	-8	-6	5	0.9	-15
CNc1cnn(-c2ccccc2)c(=O)c1Cl	1454	-2	107	-0.24	1.1	5	6	-1	-3	1	-5
CCOC(=O)N1CCN(C(=O)C2CC(c3cc(OC)ccc3OC)=NO2)CC1 (stereo unspecified)	1425	-2	102	nt	1	7	4	8	4	0.9	1

compound	SRC2 TRFRET art	PPARg SRC-2 ag	STAT3 activator	ROMK primary	TNAP act hiacc	bIAP inh	PPARg SRC-1 ag	STAT3 blocker	STAT1 inh	bIAP act	PPARg SRC3 recr
Cc1nc(Nc2ccccc2)[nH]c(=O)c1CCC(C)C	1449	-2	74	-0.29	1.1	12	-4	34	0	0.9	9
O=C(CC(NS(=O)(=O)c1ccc(Cl)cc1)c1ccco1)N1CCc2ccccc21 (stereo unspecified)	1461	12	99	-0.94	1	28	7	7	0	0.7	5
CCOc1ccccc1C(=O)NC(CO)C(=O)O (stereo unspecified)	1418	-4	101	0.31	1	2	4	4	-9	1	5
CCCC(=O)NC(c1cccs1)c1cc(Cl)c2cccnc2c1O (stereo unspecified)	1684	-4	100	-0.11	1	-20	6	6	8	1.2	0
CC(=O)Nc1ccc(NC(=O)C(C)OC(=O)/C=C/c2cn(-c3ccccc3)nc2-c2cccnc2)cc1 (stereo unspecified)	1576	8	96	0.76	1	-21	2	3	4	1.2	3
O=C(NC1CCS(=O)(=O)C1)c1ccc(S(=O)(=O)NCC2CCCO2)cc1 (stereo unspecified)	1438	6	94	nt	1	9	-1	10	1	0.9	-1
Cc1ccc2c(CN3CCN(S(=O)(=O)/C=C/c4ccccc4)CC3)cc(=O)oc2c1	1401	-5	92	-0.75	1	7	-2	17	5	0.9	0
CS(=O)(=O)Nc1cccc(C2=NN(C(=O)c3ccccc3Cl)C(c3ccccc3O)C2)c1 (stereo unspecified)	1694	21	101	0.38	1.1	4	1	-3	8	1	3
CC1CC1C(=O)Nc1nc(-c2cccs2)c(-c2cccs2)s1 (stereo unspecified)	1605	-4	125	-1.1	1	-2	3	-26	8	1	0
COc1ccc(CNC(=S)Nc2ccc(F)c(Cl)c2)cc1OC	1641	4	91	-0.09	1	4	3	19	2	1	5
CC(C)CC1(C)N=C(c2ccccc2)C(=S)N1 (stereo unspecified)	1424	4	102	-3.2*	1	-28	-7	0	2	1.3	-1
c1ccc(CN=C2Nc3ccccc3CS2)nc1	1699	8	87	0.17	1	5	6	19	-38	0.9	1
CC(C)NC(=O)NC(=O)CN1C(=O)NC(Cc2c[nH]c3ccccc23)C1=O (stereo unspecified)	1556	-8	102	-1.1	1.1	-16	-8	-2	-1	1.2	-5
CCCCn1cc(C(=O)c2cc(Br)ccc2O)cc(C#N)c1=O	1504	-5	83	nt	1	1	4	25	14	1	18
O=C(c1cn(-c2ccccc2)nc1-c1cccc([N+](=O)[O-])c1)N1CCCCC1	1548	5	83	-0.11	1	5	4	22	1	0.9	1

4 of the compounds above, with each value named:
> CC(C)NC(=O)NC(=O)CN1C(=O)NC(Cc2c[nH]c3ccccc23)C1=O (stereo unspecified)
  SRC2 TRFRET art: 1556; PPARg SRC-2 ag: -8; STAT3 activator: 102; ROMK primary: -1.1; TNAP act hiacc: 1.1; bIAP inh: -16; PPARg SRC-1 ag: -8; STAT3 blocker: -2; STAT1 inh: -1; bIAP act: 1.2; PPARg SRC3 recr: -5

> CS(=O)(=O)Nc1cccc(C2=NN(C(=O)c3ccccc3Cl)C(c3ccccc3O)C2)c1 (stereo unspecified)
  SRC2 TRFRET art: 1694; PPARg SRC-2 ag: 21; STAT3 activator: 101; ROMK primary: 0.38; TNAP act hiacc: 1.1; bIAP inh: 4; PPARg SRC-1 ag: 1; STAT3 blocker: -3; STAT1 inh: 8; bIAP act: 1; PPARg SRC3 recr: 3

> O=C(CC(NS(=O)(=O)c1ccc(Cl)cc1)c1ccco1)N1CCc2ccccc21 (stereo unspecified)
  SRC2 TRFRET art: 1461; PPARg SRC-2 ag: 12; STAT3 activator: 99; ROMK primary: -0.94; TNAP act hiacc: 1; bIAP inh: 28; PPARg SRC-1 ag: 7; STAT3 blocker: 7; STAT1 inh: 0; bIAP act: 0.7; PPARg SRC3 recr: 5

> CCCC(=O)NC(c1cccs1)c1cc(Cl)c2cccnc2c1O (stereo unspecified)
  SRC2 TRFRET art: 1684; PPARg SRC-2 ag: -4; STAT3 activator: 100; ROMK primary: -0.11; TNAP act hiacc: 1; bIAP inh: -20; PPARg SRC-1 ag: 6; STAT3 blocker: 6; STAT1 inh: 8; bIAP act: 1.2; PPARg SRC3 recr: 0

Additional results.
compound	SRC2 TRFRET art	PPARg SRC-2 ag	STAT3 activator	ROMK primary	TNAP act hiacc	bIAP inh	PPARg SRC-1 ag	STAT3 blocker	STAT1 inh	bIAP act	PPARg SRC3 recr
O=C(O)c1cc(N/N=C/c2ccc(N3CCOCC3)s2)ccc1Cl	1485	-1	117	0.78	0.9	30	5	-24	-5	0.7	2
O=C(Nc1ccc(NC(=O)c2ccco2)cc1)c1cnccn1	1447	-10	97	0.17	1	10	-5	8	-19	0.9	-4
NS(=O)(=O)c1ccc(N2N=C(c3ccccc3)CC2c2ccccc2)cc1 (stereo unspecified)	1583	4	95	nt	1.2	12	4	1	-11	0.9	1
CC1CCC2(CC1)NC(=O)N(CC(=O)Nc1sc3c(c1C(N)=O)CCC3)C2=O (stereo unspecified)	1527	1	101	0.78	1	-8	-8	0	1	1.1	2
COc1c(C(O)CC(C)C)ccc2c1C(=O)OCc1cc(C)cc(O)c1O2 (stereo unspecified)	1461	3	nt	nt	1.1	2	8	nt	5	1	-2
Cc1nc2ccccc2n1CC(=O)NCCN1CCOCC1	1537	-1	103	nt	1	-11	0	-3	-2	1.1	-12
FC(F)(F)c1cccc(NC(=S)NC2CCCC2)c1	1521	1	97	nt	1.1	1	-1	4	0	1	3
CC(C)c1nc2sc3c(NCc4ccco4)ncnc3c2c2c1COC(C)(C)C2	1623	-2	110	-0.44	1	10	-3	-7	0	0.9	-16
CC(=O)Nc1cccc(C(=O)Oc2cccc(C)c2)c1O	1560	11	101	nt	1	1	7	5	8	1	-4
CCCCn1c(SCc2nnc(-c3ccccc3)o2)nc2c1c(=O)n(C)c(=O)n2C	1680	6	93	nt	1	-28	-3	14	-4	1.3	3
CCOC(=O)CN1C2=NCCCN2c2ccccc21	1629	2	100	0.17	1	-22	-3	4	-9	1.2	0
